FBPA Giardia inh = Giardia lamblia aldolase inhibition; purified Giardia FBPA; Potency, µM (top dose mostly 59.6 µM), inactives show top-dose activity, negative = inhibition, usual class: inhibitors; 290,000 compounds, 0.71% hits; AID 2451; note: potency is the fitted concentration of half-maximal effect; % is set by controls: 0 for no effect and ±100 for the full control effect; nearly all actives have a fitted effect of over 55% in size
Target sequence (A8B2U2 whole entry, looked up): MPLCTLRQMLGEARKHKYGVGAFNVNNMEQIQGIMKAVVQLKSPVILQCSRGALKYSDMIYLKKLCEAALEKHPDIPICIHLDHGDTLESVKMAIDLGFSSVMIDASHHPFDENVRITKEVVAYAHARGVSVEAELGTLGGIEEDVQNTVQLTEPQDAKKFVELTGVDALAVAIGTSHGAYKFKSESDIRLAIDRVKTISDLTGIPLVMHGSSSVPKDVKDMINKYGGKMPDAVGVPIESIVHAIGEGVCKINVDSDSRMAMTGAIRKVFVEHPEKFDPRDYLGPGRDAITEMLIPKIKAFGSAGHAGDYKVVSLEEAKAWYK
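Giardia FBPA (40 nM reagent) was preincubated 10 min at RT with compound (up to 57.5 uM final), then substrate plus GAPDH/TPI/NAD/arsenate coupling system with diaphorase/resazurin was added; resorufin fluorescence (525/598 nm) was read after 20 min.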
Shiga toxin inh = blocks Shiga toxin action in Vero cells; inhibition, % at 38.7 µM; 290,000 compounds, 9.2% hits; Vero cells, Shiga toxin protein synthesis inhibition reporter; in the data active = inhibition mostly above about 28%, no sharp cut-off; inactive = mostly below about 43%; note: 0% is about no effect
AmpC inh detg = inhibitors of E. coli AmpC beta-lactamase with detergent | AID 485294 | P00811 | Potency, µM (doses to about 114 µM), inactives show top-dose activity change, negative = inhibition, hits mostly inhibitors | AmpC hydrolysis of nitrocefin, absorbance 480 nm, 0.01% Triton | 370,000 compounds, 0.041% hits;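 note: potency is the fitted concentration of half-maximal effect; 0% = no-compound wells and -100% = no-enzyme wells; nearly all actives have a fitted effect of over 25% in size; some results filed as inactive show a strong effect at the top dose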
Target sequence (P00811 whole entry, looked up): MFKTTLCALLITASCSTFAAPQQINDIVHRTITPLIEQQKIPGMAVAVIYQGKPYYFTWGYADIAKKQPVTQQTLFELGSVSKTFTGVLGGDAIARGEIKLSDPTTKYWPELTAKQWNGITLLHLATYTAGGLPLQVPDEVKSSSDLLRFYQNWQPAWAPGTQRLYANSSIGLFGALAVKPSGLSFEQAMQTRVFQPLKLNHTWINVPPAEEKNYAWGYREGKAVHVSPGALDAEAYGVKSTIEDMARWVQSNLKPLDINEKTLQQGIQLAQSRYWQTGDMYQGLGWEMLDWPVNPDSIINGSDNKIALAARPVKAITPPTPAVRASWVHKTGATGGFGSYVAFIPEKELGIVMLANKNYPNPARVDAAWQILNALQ
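20 mM phosphate pH 7.0 + 0.01% (detergent screen) or 0.0001% Triton X-100; 5.3 nM AmpC reagent; cpd preinc 15 min RT; nitrocefin (800 uM stock) to start; A480 q20 s × 4 min; Activity was normalised to no-enzyme and no-compound control wells.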
AmpC inh no detg = AmpC beta-lactamase inhibition without detergent. P00811. AmpC nitrocefin hydrolysis, absorbance 480 nm, 0.0001% Triton. Potency, µM (doses to about 57.1 µM), for the others: at the highest dose activity change, negative = inhibition, actives largely listed as inhibitors. 330,000 compounds, 0.52% hits;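 note: potency is the fitted concentration of half-maximal effect; plate controls were no compound for no effect and no enzyme for full effect; nearly all actives have a fitted effect of over 20% in size; some results filed as inactive show a strong effect at the top dose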
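AmpC (5.3 nM in the dispensed reagent) in 20 mM phosphate pH 7.0 with 0.01% (detergent screen) or 0.0001% Triton X-100 was preincubated with compounds for 15 min at room temperature. Nitrocefin was then added from an 800 uM solution, and hydrolysis was followed at 480 nm.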
HCMV antiviral = human cytomegalovirus inhibition; HFF cells, HCMV-luciferase reporter, 72 h; hits give low values; 410,000 compounds, 4.5% hits; AID 1259415; activity change, negative = inhibition, % at 57.5 µM; in the data active = activity change below about -60%; inconclusive = no clear call, values can overlap the other calls; inactive = above about -39%; note: % is set by controls: 0 for no effect and ±100 for the full control effect
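Luciferase read-out from HCMV-luciferase-infected HFFs (MOI 1 PFU/cell) 72 h post infection at 37C; compounds added after 16 h cell attachment; activity normalized between buffer-only basal and Salinomycin (10uM) inhibitor controls.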
CHX counter = counter-screen for Shiga toxin inhibitors: cycloheximide protein synthesis inhibition. cell reporter, cycloheximide protein synthesis inhibition counterscreen. max response, %. 300,000 compounds, 12% hits; in the data active = max response mostly above about 13%, no sharp cut-off; inactive = mostly below about 14%; note: read at 38.3 µM for the half of the compounds with a filed dose; 0% is about no effect
AMA1-RON2 inh = disrupts binding of P. falciparum AMA1 to RON2; AlphaScreen AMA1-biotinylated RON2 peptide binding; Potency, µM (titrated, usually from 58.2 µM), for inactives: at the top dose activity change, negative = inhibition, usual class: inhibitors; 360,000 compounds, 0.2% hits; AID 720542;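 note: potency is the fitted concentration of half-maximal effect; 0% = vehicle wells and -100% = peptide control; nearly all actives have a fitted effect of over 45% in size; some results filed as inactive show a strong effect at the top dose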
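AMA1 (3D7) with his tag at 25 nM final met compounds first, then biotinylated RON2 peptide at 25 nM; detection used donor plus acceptor beads, 10 µg/mL apiece, read by AlphaScreen after 30 min at room temperature.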
An asterisk follows results filed as active; u = inconclusive; x = no result given; & = joins results of further samples; [ ] = another dose, or the depositor's remark. Unless noted, calls come from the whole dose curve; as a rule, active = well fitted curve in the direction sought with a large enough effect; inconclusive = small, poorly fitted or top-dose-only effect, or another doubt; inactive = no such curve, though single readings can be large; an effect the other way counts as inactive or inconclusive.

SMILES	FBPA Giardia inh	Shiga toxin inh	AmpC inh detg	AmpC inh no detg	HCMV antiviral	CHX counter	AMA1-RON2 inh
COC(=O)c1[nH]c2cccc(OC)c2c1NC(=O)C(C)N1CCC(C)CC1 (stereo not given)	4%	-18	-2%	-13%	-23	5	1%
CCOC(=O)C1=C(c2ccccc2)N=C2SCC(=O)N2C1c1ccc2c(c1)OCO2 (stereo not given)	0%	11	-1%	-34%	11	1	-2%
COC(=O)CN(c1nc(C)c(Cl)c(OC)n1)S(=O)(=O)c1ccc(C)cc1	14%	30	-13%	14%	u	5	11%
Cn1c(O)c(/C=N/NC(=O)c2ccncc2)c(=O)[nH]c1=S	0%	5	2%	7%	23	7	33%[activator]
CCOC(=O)c1[nH]c(C)c(C(=O)NCCc2ccc(OC)cc2)c1C	8%	-3	-15%	-9%	1	-3	-8%
COc1cc(NC(=O)Cc2cccc3ccccc23)c(C(=O)O)cc1OC	-11%	x	-14%	-25%	-11	-2	-13%
Cc1nnc(SCC(=O)Nc2ccc(F)cc2)n(N)c1=O	4%	9	5%	-11%	-1	4	11%
CCOC(=O)c1ccccc1NC(=O)c1ccccc1N(C)S(C)(=O)=O	1%	-11	0%	x	11	8	9%
C[C@@H]1OC(O[C@H]2[C@H](Oc3cc(O)c4c(=O)c(O)c(-c5ccc(O)cc5)oc4c3)O[C@H](CO)[C@@H](O)[C@@H]2O)[C@H](O)[C@H](O)[C@H]1O (stereo not given in full)	-11%	2	x	x	x	-5	x
CCCCC(=O)Nc1ccc(C(=O)c2ccccc2)cc1	-9%	49*	1%	-25%	77	35*	21%
COc1ccc(-c2cnnc(N/N=C/C(C)=C/c3ccccc3)n2)cc1	11%	1	-4%	-2%	x	2	x
NC(=O)N1CCc2ccccc21	-4%	-10	0%	0%	49	-7	-9%
Clc1ccc(CSCCc2ccncc2)cc1	9%	-5	3%	6%	u	-2	-2%
Cc1ccc(SCC(=O)c2ccc[nH]2)cc1	-11%	79*	-14%	-11%[11.4 µM]	10	35*	-7%
CC1CC1C(=O)Nc1cc(S(=O)(=O)N2CCOCC2)ccc1N1CCCC1 (stereo not given)	7%	-3	u	-4%[11.4 µM]	u	7	-8%
O=C(CN1CCN(c2ccccc2)CC1)NC(=O)NCc1ccccc1	x	x	u	-9%	-9	x	-3%
CC1(C)NC(=O)N(CC(O)CNC23CC4CC(CC(C4)C2)C3)C1=O (stereo not given)	3%	9	-14%	-9%	8	-1	18%
COc1ccc(CCNC(=S)N2CCN(S(=O)(=O)c3ccccc3F)CC2)cc1	x	15	-10%	-47%	u	2	-5%
CCOc1ccc(NC(=O)c2ccco2)cc1S(=O)(=O)N1CCCC1	x	x	-5%	-10%	-7	x	-12%
CCOc1ccc(N(C)S(=O)(=O)c2ccc(C)c(C(=O)N3CCN(Cc4ccc5c(c4)OCO5)CC3)c2)cc1	x	x	x	265%[activator]	-24	x	-19%
C=CCOc1ccc(/C(O)=C2\C(=O)C(=O)N(CCOC)C2c2cccnc2)cc1 (stereo not given)	25%	1	u	-11%	-11	6	-7%
Cc1ccccc1NC(=S)NN1CCN(C)CC1	-7%	31	-1%	-7%	-23	-4	-3%
CCC1(C)Cc2ccccc2-c2nc(NCCO)n(-c3ccc(C)cc3)c(=O)c21 (stereo not given)	-2%	8	1%	112%[activator]	-30	10	0%
Cc1ccc(C(=O)NCCCNC(=O)c2ccc(Cl)cc2)cn1	14%	-10	5%	-14%	-33	-5	-12%
Cc1cccc(OCCCC(=O)NNC(=O)c2cccc(N(C)C)c2)c1	x	x	x	-11%	-3	x	35%[activator]
COc1ccc(Cn2nnnc2C(c2ccc(F)cc2)N2CCN(C3CCCC3)CC2)cc1 (stereo not given)	2%	-14	-17%	68%[activator]	38	-3	-1%
C=CCN1N=C(/C=C/c2ccc(C)cc2)CCC1=O	0%	92*	2%	39%	-7	35*	0%
COc1ccc(CCC(=O)NNC(=O)Nc2ccccc2Cl)cc1	-1%	-9	-9%	-27%	-15	-1	97%[activator]
COC(=O)c1ccc(N=Nc2c(C)[nH]n(-c3ccccc3)c2=O)cc1	13µM*	-10	3%	-25%	0	1	u
CC1CCN(S(=O)(=O)c2ccc(NC(=O)c3ccccc3F)cc2)CC1	-3%	-2	-6%	-24%	-62*	-1	6%
COc1ccc(CN2CCN(C(=O)c3cccc4ccccc34)CC2)cc1Br	u	-3	-5%	185%[activator]	53	1	-16%
O=C(CCSc1nc(-c2ccco2)cc(C(F)(F)F)n1)NCCN1CCOCC1	5%	-16	-1%	56%	32	1	-1%
O=C(C1=NN[C@@H]2C(=O)N(c3cccc(F)c3)C(=O)[C@H]12)c1ccc2ccccc2n1	-4%	13	4%	-24%	-30	-3	30%
N#CC1=C(N)NC(SCc2ccccc2)=C(C#N)C12CCCC2	-10%	-11	u	-36%	u	-5	5%[2.32 µM]
N#C/C(=C/c1ccc(N2CCCCC2)cc1)c1cccc(F)c1	-4%	25	u	-20%	-8	36*	16µM*
S=c1[nH]nc(COc2ccccc2)n1/N=C/c1ccncc1	1%	-14	u	25%[2.29 µM]	-4	0	69%[activator]
COc1cccc(N2CCN(C(=O)CCSCc3ccccc3F)CC2)c1	-11%	21	u	52%	71&-36	-6	-26%
CCC(Oc1ccccc1)C(=O)Nc1ccc(S(=O)(=O)Nc2ncccn2)cc1 (stereo not given)	-24%	-5	u	-24%	-5	-2	-2%
COc1ccc(CCNC(=O)CSCC(=O)Nc2cc(S(C)(=O)=O)ccc2Cl)cc1	x	x	x	-6%	0	x	-1%
COc1ccc(C/C(N)=N/OC(=O)COc2ccccc2C)cc1	-1%	-7	-3%	4%	-17	-2	32%[activator]
COc1cccc(-c2nc(CS(=O)CC(=O)NCc3ccc4c(c3)OCO4)c(C)o2)c1 (stereo not given)	4%	-4	u	18%	u	-4	5%
COc1ccccc1OCCNS(=O)(=O)c1ccc2oc3ccccc3c2c1	-2%	1	-6%	-33%	-25	-1	-12%
CCC(=Nc1ccc2c(c1)CCC2)c1c(O)n(C2CCCCC2)c(=O)[nH]c1=O	-4%	-10	-11%	-31%	-85*	2	0%
Cc1cccc(CNC(=O)C(C)n2nc(C)c3c(C)n(-c4ccccc4)nc3c2=O)c1 (stereo not given)	x	-2	-6%	-1%	-9	-5	17%
CN1C2C=C(N(CCc3ccccc3)C(=O)c3ccc(Cl)cc3)CC1CC2 (stereo not given)	-1%	35	10%	4%	-36	-3	15%
CC1C(=O)CCN(C(C)C)C1C (stereo not given)	0%	-15	u	-7%	-11	2	0%
COc1ccc(NC(=O)CCC(=O)Nc2cc(OC)c(NC(=O)c3ccco3)cc2OC)c(OC)c1	2%	3	-2%	145%[activator]	7	-5	-1%
COc1cccc(-n2cc3c(=O)n(C)c(=O)n(C)c3c2)c1	-17%	88	u	60%	28	24*	3%
Cc1ccc(S(=O)(=O)N(C)c2ccc(C(=O)O)cc2)cc1	13%	-12	-7%	-16%	36	1	-13%
CCN(CC(=O)NC1CCS(=O)(=O)C1)c1ccc([N+](=O)[O-])cc1C#N (stereo not given)	x	x	0%	-11%	6	x	4%

Eleven neighbouring compounds out of the list so far, for reference:
SMILES	FBPA Giardia inh	Shiga toxin inh	AmpC inh detg	AmpC inh no detg	HCMV antiviral	CHX counter	AMA1-RON2 inh
COc1ccc(C/C(N)=N/OC(=O)COc2ccccc2C)cc1	-1%	-7	-3%	4%	-17	-2	32%[activator]
COc1cccc(-c2nc(CS(=O)CC(=O)NCc3ccc4c(c3)OCO4)c(C)o2)c1 (stereo not given)	4%	-4	u	18%	u	-4	5%
COc1ccccc1OCCNS(=O)(=O)c1ccc2oc3ccccc3c2c1	-2%	1	-6%	-33%	-25	-1	-12%
CCC(=Nc1ccc2c(c1)CCC2)c1c(O)n(C2CCCCC2)c(=O)[nH]c1=O	-4%	-10	-11%	-31%	-85*	2	0%
Cc1cccc(CNC(=O)C(C)n2nc(C)c3c(C)n(-c4ccccc4)nc3c2=O)c1 (stereo not given)	x	-2	-6%	-1%	-9	-5	17%
CN1C2C=C(N(CCc3ccccc3)C(=O)c3ccc(Cl)cc3)CC1CC2 (stereo not given)	-1%	35	10%	4%	-36	-3	15%
CC1C(=O)CCN(C(C)C)C1C (stereo not given)	0%	-15	u	-7%	-11	2	0%
COc1ccc(NC(=O)CCC(=O)Nc2cc(OC)c(NC(=O)c3ccco3)cc2OC)c(OC)c1	2%	3	-2%	145%[activator]	7	-5	-1%
COc1cccc(-n2cc3c(=O)n(C)c(=O)n(C)c3c2)c1	-17%	88	u	60%	28	24*	3%
Cc1ccc(S(=O)(=O)N(C)c2ccc(C(=O)O)cc2)cc1	13%	-12	-7%	-16%	36	1	-13%
CCN(CC(=O)NC1CCS(=O)(=O)C1)c1ccc([N+](=O)[O-])cc1C#N (stereo not given)	x	x	0%	-11%	6	x	4%

Next entries:
SMILES	FBPA Giardia inh	Shiga toxin inh	AmpC inh detg	AmpC inh no detg	HCMV antiviral	CHX counter	AMA1-RON2 inh
Cc1c(C=O)c2ccccc2n1Cc1ccccc1	-3%	-1	u	-13%	43	-1	6%
CC(=O)Oc1ccc2ccccc2c1C(NC(=O)Cc1ccccc1)c1ccc(Cl)cc1 (stereo not given)	-5%	-16	-5%	-24%	-28	-1	-10%
Cc1cccnc1NC(=O)C1CCN(S(=O)(=O)c2c(C)noc2/C=C/c2ccco2)CC1	1%	3	-4%	-9%	-29	-1	-9%
Cc1ccc(Sc2ccc(NC(=O)c3ccc(S(C)(=O)=O)cc3Cl)cc2)cc1	9%	26	-14%	-3%	-20	-1	-4%
Cc1cc(C(=O)Nc2cccc3ncccc23)no1	-5%	19	u	-11%	-29	-2	-19%
Cc1ccc(NC(=O)CN(C)C(=O)C(c2ccccc2)c2ccccc2)cc1	x	x	1%	65%[activator]	4	x	-20%
Cc1ccc([C@H]2C(C(=O)O)=CC[C@@H](c3ccc(C)cc3)N2S(=O)(=O)c2ccc(C)cc2)cc1	x	x	x	-8%	-6	x	11%
CCOC(=O)Cc1csc(NC(=O)c2ccc(Br)cc2)n1	3%	40	u	-30%	-24	8	45%[activator]
COc1ccc(C(=O)C2CCCN(S(=O)(=O)c3ccc(C(C)=O)cc3)C2)c(C)c1 (stereo not given)	-4%	1	-15%	26%	-36	12	-4%
COc1ccc(S(=O)(=O)NC(CC(=O)NCc2ccco2)c2ccco2)cc1 (stereo not given)	7%	-9	-9%	-4%	35	-1	-5%
Cc1[nH]n(-c2ccccc2)c(=O)c1C=Nc1ccc(S(=O)(=O)NC(N)=O)cc1	-5%	23	0%	-23%	-32	-1	28%

Screening data: PubChem, National Center for Advancing Translational Sciences (NCATS)

Outcome played no part in choosing rows. Share with any hit: about 16%.
